# Screening data as filed in PubChem BioAssay.
# KB-V1 cytotox = kills drug-selected multidrug resistant KB-V1 cells; KB-V1 MDR cells viability, CellTiter-Glo, 72 h; 400,000 compounds, 3.4% hits; Potency, µM (top dose mostly 46.1 µM), without a hit: top-dose activity change, negative = cytotoxicity, actives largely listed as cytotoxic; also: potency is read from the fitted curve at half-maximal effect; % is scaled to controls: 0 for no effect and ±100 for the full control effect; nearly all actives have a fitted effect of over 60% in size
#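 Compound-treated KB-V1 multidrug-resistant cells, 72 h, 37 degrees C; viability by CellTiter-Glo. Fitted qHTS curves give the values.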
# SW480 rereplic = DNA re-replication induction in SW480 cells; AID 624297; Potency, µM (series often up to 46.1 µM), without a hit: at the top dose re-replication activation, most hits filed as activators; SW480 DNA re-replication, Hoechst DNA content imaging, 48 h; 340,000 compounds, 1.8% hits; also: potency is read from the fitted curve at half-maximal effect; % of control where 0% means no effect; nearly all actives have a fitted effect of over 55% in size
#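 Cells (250 per well) received 23 nL compound or DMSO by pin tool and were kept 48 hr at 37 C, 5% CO2. Nuclei were then stained with Hoechst for 40 min and scanned for DNA content.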
# DRD3 agonist = D3 dopamine receptor (human) agonism. D3R DiscoveRx beta-arrestin cells, luminescence, 90 min. max activation, %. P35462. AID 652048. 410,000 compounds, 0.58% hits; in the data active = max activation above about 30%; also: 0% is about no effect; mostly tested at two doses, the higher about 12 µM
# Target sequence (P35462 whole entry, looked up): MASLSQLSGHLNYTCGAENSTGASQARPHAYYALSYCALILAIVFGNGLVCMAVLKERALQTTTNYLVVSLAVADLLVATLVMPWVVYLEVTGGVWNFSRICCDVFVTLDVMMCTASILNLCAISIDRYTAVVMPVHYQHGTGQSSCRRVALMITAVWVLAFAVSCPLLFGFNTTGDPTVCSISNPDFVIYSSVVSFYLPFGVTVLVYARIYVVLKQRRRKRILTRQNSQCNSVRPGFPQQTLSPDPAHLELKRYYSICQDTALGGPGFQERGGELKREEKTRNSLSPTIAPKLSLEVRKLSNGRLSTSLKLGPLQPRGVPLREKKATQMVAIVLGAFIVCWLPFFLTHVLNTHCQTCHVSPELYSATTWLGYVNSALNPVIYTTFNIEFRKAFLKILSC
#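 Cells at 1500/well, incubated overnight, then treated with pinned compounds (dopamine as control) for 90 min at 37 degrees C. DiscoveRx reagent added for 30 - 60 minutes at room temperature; luminescence read.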
# KB-3-1 tox = kills parental KB-3-1 adenocarcinoma cells | KB-3-1 viability, CellTiter-Glo ATP luminescence, 72 h | Potency, µM (titrated, usually from 46.1 µM), for the others: at the top dose activity change, negative = cytotoxic, hits mostly cytotoxic | 400,000 compounds, 1.4% hits | AID 1347075; also: potency is read from the fitted curve at half-maximal effect; % is scaled to controls: 0 for no effect and ±100 for the full control effect; nearly all actives have a fitted effect of over 60% in size
#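 Viability of parental KB-3-1 cells, measured by CellTiter-Glo luminescence, followed a 72 h incubation at 37 °C with pinned compounds in phenol-red-free DMEM containing 10% FBS.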
# MCF10A rereplic = DNA re-replication induction in MCF 10a cells | MCF 10A DNA re-replication, Hoechst nuclear intensity, 48 h | Potency, µM (highest dose often 46.1 µM), without a hit: at the top dose activity, positive = re-replication, most hits filed as activators | 350,000 compounds, 2.9% hits | AID 624296; also: potency is read from the fitted curve at half-maximal effect; % of control where 0% means no effect; nearly all actives have a fitted effect of over 50% in size
# * hit, by the source's call; ? = inconclusive; nt = not tested or not shown; & = joins results of further samples; [ ] = another dose, or the depositor's remark. Unless noted, calls follow the shape of the dose curve; as a rule, active = well fitted curve in the direction sought with a large enough effect; inconclusive = small, poorly fitted or top-dose-only effect, or another doubt; inactive = no such curve, though single readings can be large; an effect the other way counts as inactive or inconclusive. This is a subset, so the mix of outcomes need not match the whole.
1	FC1(F)C(F)(F)C(F)(F)C2(F)C(F)(F)C(F)(F)C(F)(F)C(F)(F)C2(F)C1(F)F (configuration not stated)
2	NC(Cc1ccc(Cl)cc1)C(=O)O (configuration not stated)
3	Nc1cc(Cl)c(NC2=NCCN2)c(Cl)c1
4	O=Cc1ccccc1C=O
5	CC(=O)Nc1ccc(/C=N/NC(N)=S)cc1
6	N[C@@H](Cc1cnc[nH]1)C(=O)O
7	CC(=O)Nc1ccc(OC(=O)c2ccccc2O)cc1
8	NCC[C@H](O)C(=O)N[C@@H]1C[C@H](N)[C@@H](O[C@H]2O[C@H](CN)CC[C@H]2N)[C@H](O)[C@H]1O[C@H]1O[C@H](CO)[C@@H](O)[C@H](N)[C@H]1O
9	O=C(O)CO.[NH2-].[NH2-].[Pt+2]
10	C=CCNC1=C2C[C@@H](C)C[C@H](OC)[C@H](O)[C@@H](C)/C=C(\C)[C@H](OC(N)=O)[C@@H](OC)/C=C\C=C(/C)C(=O)NC(=CC1=O)C2=O

Assay by compound	1	2	3	4	5	6	7	8	9	10
KB-V1 cytotox	nt	nt	nt	nt	nt	nt	nt	nt	nt	nt
SW480 rereplic	-3%	0%	-3%	?	-2%&-1%	-3%	0%	0%	-6%	3%
DRD3 agonist	-6	8	12	-7	7&-10	1	-4	-7	7	1
KB-3-1 tox	nt	nt	nt	nt	nt	nt	nt	nt	nt	nt
MCF10A rereplic	-2%	-3%	0%	?	1%&5%	-3%	2%	2%	-1%	0.067µM*

11	CC1=CCC(C(C)(C)O)CC1 (configuration not stated)
12	[O-][N+](=Nc1ccccc1)c1ccccc1
13	Cc1ccc(S(=O)(=O)O)cc1C
14	CC(=O)NCc1c(I)c(NC(C)=O)c(I)c(C(=O)O)c1I
15	CCN(CC)CCC(=O)N1c2ccccc2Sc2ccc(C(F)(F)F)cc21
16	CC/C=C\C/C=C\C/C=C\C/C=C\C/C=C\CCCC(=O)O
17	Cc1ncc(CO)c(CN)c1O
18	CCCCN1CCCC[C@H]1C(=O)Nc1c(C)cccc1C
19	CN[C@@H]1[C@H](O[C@H]2[C@H](O[C@H]3[C@H](O)[C@@H](O)[C@H](N=C(N)N)[C@@H](O)[C@@H]3N=C(N)N)O[C@@H](C)[C@]2(O)C=O)O[C@@H](CO)[C@H](O)[C@H]1O
20	NC(N)=NCC1COc2ccccc2O1 (configuration not stated)

Assay by compound	11	12	13	14	15	16	17	18	19	20
KB-V1 cytotox	nt	nt	nt	nt	nt	nt	nt	nt	nt	nt
SW480 rereplic	0%	1%	-6%	-3%	?	4%	-4%	-4%	-3%	-1%
DRD3 agonist	-12	1	13	8	-15	3	-17	-11	1	-27
KB-3-1 tox	nt	nt	nt	nt	nt	nt	nt	nt	nt	nt
MCF10A rereplic	6%	2%	-2%	0%	?	0%	-1%	2%	0%	-3%

21	N#Cc1c(N(CC(=O)O)CC(=O)O)sc(C(=O)O)c1CC(=O)O
22	CC1=C(/C=C/C(C)=C/C=C/C(C)=C/C(=O)Oc2c(C)c(C)c3c(c2C)CC[C@@](C)(CCC[C@H](C)CCC[C@H](C)CCCC(C)C)O3)C(C)(C)CCC1
23	CCCCCCOc1ccccc1C(N)=O
24	CCN(CC)CCSC(=O)C(c1ccccc1)c1ccccc1
25	CCN(CC)CCOc1ccc2c(c1)C(=O)c1cc(OCCN(CC)CC)ccc1-2
26	CC(=O)Oc1cccc(C)c1
27	CC(=O)Nc1ccc(OC(C)=O)cc1
28	CCOc1ccc(N=Nc2ccc(N)cc2N)cc1
29	CC1(C)OC(=O)NC1=O
30	C[C@@H](N)C(=O)O

Assay by compound	21	22	23	24	25	26	27	28	29	30
KB-V1 cytotox	nt	nt	nt	nt	nt	nt	nt	nt	nt	nt
SW480 rereplic	-4%	6%	0%	-1%&-3%	?	4%	-5%	1%	0%	-4%
DRD3 agonist	-2	9	12	-27&-18	0	-10	-8	-7	10	1
KB-3-1 tox	nt	nt	nt	nt	nt	nt	nt	nt	nt	nt
MCF10A rereplic	-4%	14%	20%	12%&8%	30%	-1%	7%	-4%	2%	-7%

31	CC(=O)NCCCS(=O)(=O)O
32	O=C(/C=C/c1ccccc1)NCCO
33	NC(=O)CC[C@@H]1NC(=O)[C@H](Cc2ccccc2)NC(=O)[C@H](Cc2ccc(O)cc2)NC(=O)[C@@H](N)CSSC[C@@H](C(=O)N2CCC[C@H]2C(=O)N[C@@H](CCCN=C(N)N)C(=O)NCC(N)=O)NC(=O)[C@H](CC(N)=O)NC1=O
34	CC1(C)CCC(NC(=O)[C@@H](N)CCC(=O)O)CC1
35	COCC(=O)Nc1cc(Sc2ccccc2)ccc1N=C(NC(=O)OC)NC(=O)OC
36	OC/C=C/c1ccccc1
37	CNC(=O)[C@H](Cc1c[nH]c2ccccc12)NC(=O)[C@@H](CC(=O)NO)CC(C)C
38	CC(CN(C)C)CN1c2ccccc2Sc2ccc(C(F)(F)F)cc21 (configuration not stated)
39	OC[C@H]1O[C@@](CO)(O[C@H]2O[C@H](CO)[C@@H](O)[C@H](O)[C@H]2O)[C@@H](O)[C@@H]1O
40	C[Se]CC[C@H](N)C(=O)O

Assay by compound	31	32	33	34	35	36	37	38	39	40
KB-V1 cytotox	nt	nt	nt	nt	nt	nt	nt	nt	nt	nt
SW480 rereplic	-2%	-2%	-9%&-12%	-1%	17µM*	2%	-6%	?	3%	-3%
DRD3 agonist	3	-16	-2&5	-10	11	-21	4	-20	6	2
KB-3-1 tox	nt	nt	nt	nt	nt	nt	nt	nt	nt	nt
MCF10A rereplic	10%	0%	3%&17%	0%	7.5µM*	1%	8%	11%	3%	-5%

41	NCCCNCCSP(=O)(O)O
42	CO
43	CC(C)CCCCCCc1ccc(O)cc1
44	O=S(=O)(O)c1cc(O)c2c(N=Nc3ccc(Nc4ccccc4)c4c(S(=O)(=O)O)cccc34)cc(S(=O)(=O)O)cc2c1
45	CCCCCCCC/C=C\CCCCCCCC(=O)NCc1ccc(O)c(OC)c1
46	C[C@]12CCC(=O)C=C1CC[C@H]1[C@@H]3CC[C@](O)(C(=O)CO)[C@@]3(C)C[C@H](O)[C@@]12F
47	C[N+]1(CC2COC(c3ccccc3)(C3CCCCC3)O2)CCCCC1 (configuration not stated)
48	CCCCCCNC(=O)n1cc(F)c(=O)[nH]c1=O
49	CC(C)(C)C(=O)C(Oc1ccc(Cl)cc1)n1ccnc1 (configuration not stated)
50	CC(C)c1ncc([N+](=O)[O-])n1C

Assay by compound	41	42	43	44	45	46	47	48	49	50
KB-V1 cytotox	nt	nt	nt	nt	nt	nt	nt	nt	nt	nt
SW480 rereplic	0%	-3%	10%	-1%	-4%	-3%	-2%	42%	10%	-5%
DRD3 agonist	6	2	3	-29	-27	9&2	-11	-12	-8	6
KB-3-1 tox	nt	nt	nt	nt	nt	nt	nt	nt	nt	nt
MCF10A rereplic	6%	0%	30µM*	-12%	24µM*	2%	0%	21%	8%	-1%

51	Cc1c(-c2ccccc2)oc2c(C(=O)OCCN3CCCCC3)cccc2c1=O
52	Cc1ccccc1
53	N[C@@H](Cc1ccc(O)cc1)C(=O)O
54	CC(C)CCCC(C)N (configuration not stated)
55	CC[N+](CC)(CCNC(=O)C(=O)NCC[N+](CC)(CC)Cc1ccccc1Cl)Cc1ccccc1Cl
56	O=C1CCC(=O)N1CO
57	OC(CN1CCC(Cc2ccc(F)cc2)CC1)c1ccc(Cl)cc1 (configuration not stated)
58	Nc1c(N=Nc2ccc(-c3ccc(N=Nc4cc(S(=O)(=O)O)c5ccccc5c4N)cc3)cc2)cc(S(=O)(=O)O)c2ccccc12
59	Oc1ccc(OCc2ccccc2)cc1
60	CC(C)=CCC/C(C)=C/CC/C(C)=C/CC/C=C(\C)CC/C=C(\C)CCC=C(C)C

Assay by compound	51	52	53	54	55	56	57	58	59	60
KB-V1 cytotox	nt	nt	nt	nt	nt	nt	nt	nt	nt	nt
SW480 rereplic	5%[20.6 µM]	-1%	2%	-1%	-7%	0%	-4%	-7%	8%[20.6 µM]	-1%
DRD3 agonist	-14	-22	0	7	3	14	-21	-18	1	10&-9
KB-3-1 tox	nt	nt	nt	nt	nt	nt	nt	nt	nt	nt
MCF10A rereplic	3%[20.6 µM]	8%	-2%	16%	0%	-1%	-2%	-12%	-5%[20.6 µM]	-2%

61	Cc1cc(-c2ccc(N=Nc3c(S(=O)(=O)O)cc4cc(S(=O)(=O)O)cc(N)c4c3O)c(C)c2)ccc1N=Nc1c(S(=O)(=O)O)cc2cc(S(=O)(=O)O)cc(N)c2c1O
62	Clc1cccc[n+]1CCc1ccccc1
63	COc1ccc(C(NC(C)=O)c2ccc3cccnc3c2O)cc1OC (configuration not stated)
64	COc1ccccc1/C=C/c1cnccn1
65	CNc1c(Br)cc(C=O)cc1Br
66	CC(C(=O)c1ccccc1)[n+]1ccc(Cl)c2ccc(Cl)cc21 (configuration not stated)
67	Clc1ccc(/C=C/c2ccnc3ccccc23)cc1
68	COc1cc(O)c(C(CC(=O)N2CCC(c3ccccc3)CC2)c2ccc(C)cc2)c(OC)c1 (configuration not stated)
69	COc1cc(/C=C/c2ccc3ccccc3n2)cc(OC)c1OC
70	O=C(OC(C(=O)N1CCOCC1)c1ccccc1)c1c2c(nc3ccccc13)CCCC2 (configuration not stated)

Assay by compound	61	62	63	64	65	66	67	68	69	70
KB-V1 cytotox	nt	-6%	-19%	16%	0%	-24%	-7%	?	?	20%
SW480 rereplic	-14%	nt	nt	nt	nt	nt	nt	nt	nt	nt
DRD3 agonist	-24	nt	nt	nt	nt	nt	nt	nt	nt	nt
KB-3-1 tox	nt	4%	?	?	10%	-12%	8%	?	2.6µM*	1%
MCF10A rereplic	-16%	nt	nt	nt	nt	nt	nt	nt	nt	nt

# One compound at a time, as listed above. Values in the order: KB-V1 cytotox | SW480 rereplic | DRD3 agonist | KB-3-1 tox | MCF10A rereplic
# Record of COc1cc(/C=C/c2ccc3ccccc3n2)cc(OC)c1OC : ? | nt | nt | 2.6µM* | nt
# Record of CNc1c(Br)cc(C=O)cc1Br : 0% | nt | nt | 10% | nt
# Record of Cc1cc(-c2ccc(N=Nc3c(S(=O)(=O)O)cc4cc(S(=O)(=O)O)cc(N)c4c3O)c(C)c2)ccc1N=Nc1c(S(=O)(=O)O)cc2cc(S(=O)(=O)O)cc(N)c2c1O : nt | -14% | -24 | nt | -16%
# Record of O=C(OC(C(=O)N1CCOCC1)c1ccccc1)c1c2c(nc3ccccc13)CCCC2 (configuration not stated) : 20% | nt | nt | 1% | nt
# Record of CC(C(=O)c1ccccc1)[n+]1ccc(Cl)c2ccc(Cl)cc21 (configuration not stated) : -24% | nt | nt | -12% | nt

# More results follow:
71	CN(CC(=O)O)c1ccc(/C=C2\C=Cc3ccccc32)cc1
72	COc1cccc(NCc2nnc(SC(C(=O)N(C)C)c3ccccc3)n2C2CCCCC2)c1 (configuration not stated)
73	NS(=O)(=O)c1ccc(N=Nc2cc3ccccc3c(C(=O)O)c2O)cc1
74	CCN(CC)c1ccc(-c2nnc(SCC(=O)NCc3ccco3)n2C)cc1
75	COc1ccc(-c2ccc3ncnc(N(C)Cc4csc(C)n4)c3c2)cc1OC
76	c1ccc2cnccc2c1
77	O=C1C[C@H]2C=CCc3cccc(c32)CN1Cc1ccc(Br)cc1
78	O=C1[C@H](Cc2ccccc2)NC/C=C\C[C@@H](c2ccc(Cl)cc2)N1Cc1ccccc1

Assay by compound	71	72	73	74	75	76	77	78
KB-V1 cytotox	6%&6%	9%	12%	-6%	-78%	1%	?	?
SW480 rereplic	nt	nt	nt	nt	nt	nt	nt	nt
DRD3 agonist	nt	nt	nt	nt	nt	nt	nt	nt
KB-3-1 tox	10%&12%	0%	0%	-25%	?	8%	-21%	?
MCF10A rereplic	nt	nt	nt	nt	nt	nt	nt	nt
